GPR55 antagonists = GPR55 antagonists blocking LPI-driven arrestin recruitment, primary screen, imaging, U2OS, beta-arrestin-GFP, LPI agonist (AID 2013); G-protein coupled receptor 55 (Homo sapiens); U2OS GPR55 beta-arrestin-GFP translocation imaging, LPI antagonism; higher % means a stronger effect; inhibition, % at 10 µM; hits with a dose series show IC50 in µM; hit rate 0.13% among 290,000;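 active means spots per cell inhibited over 60%, with over 100 cells counted and total cytoplasm intensity under 500,000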;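 further: U2OS cells stably carrying GPR55 and arrestin-GFP stimulated by 5 µM LPI near EC80; imaged beta-arrestin-GFP aggregate spots per cell after agonist stimulation; plate controls were LPI-stimulated DMSO wells for no effect and DMSO wells without LPI for full effect; some results filed as inactive read as strong as hits; confirmed hits need IC50 under 10 µM and bright autofluorescent wells are also inconclusive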
Myeloid diff 2 = induction of myeloid progenitor differentiation, primary screen, cell-based, flow cytometry, MLPCN library; calls only at 10 µM; ER-HoxA9 myeloid progenitors, lysozyme-GFP differentiation; hit rate 1% among 360,000; AID 624256, 2012;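 active means normalized GFP-positive differentiation at or above the plate's own cutoff, the solvent-only control mean plus 3 SD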;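 further: cells exposed to compound for four days before flow analysis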
T cell HTS = modulators of CD8 T cell-vesicle binding, primary screen, mouse 2C CD8+ T cells, flow cytometry; 2C CD8+ T cell-vesicle binding; active compounds read low; calls only at 7 µM; hit rate 0.068% among 330,000;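 active means response, share of CD8 T cells binding vesicles, and their 90th percentile fluorescence all below set limits, cut at about 80% in these data, passing the limit was not always enough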
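Read-out – percent CD8+ FL2 mean versus row control · System – murine 2C transgenic CD8+ T lymphocytes · Times – 1.5 h cell–vesicle binding at 37 °C, then 20 min icy labelling · Control set – naked vesicles low, QL9 vesicles with vehicle high · Detection – cytometric PE anti-B7-1 and Alexa647 anti-CD8 signals after 1% paraformaldehyde fixation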
NOD1 inhibition = NOD1 signaling inhibitors, primary screen, cell-based, luminescence, uHTS (AID 1578) | NOD1-driven NF-kB luciferase reporter cells, luminescence; higher % means a stronger effect | hit rate 1% among 290,000 | inhibition, % at 4 µM; hits with a dose series show EC50 in µM; in the data active means inhibition mostly above about 36%, no sharp cut-off; inactive means mostly below about 34%;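 further: HEK-293T reporter cells stimulated with the NOD1 agonist gamma-tri-DAP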
KOR beta-arrestin-1 = KOR antagonists, beta-arrestin recruitment, cell-based, luminescence, uHTS (AID 1778); one-dose inhibition, % at 10 µM; IC50 in µM for titrated hits; hit rate 0.091% among 290,000; KOR beta-arrestin recruitment, luminescence, antagonist mode; higher % means a stronger effect; further: strong numbers were not always called active
GPR55 activation = GPR55 agonists via beta-arrestin recruitment, primary screen, imaging, U2OS cells, beta-arrestin-GFP redistribution (AID 1961). G-protein coupled receptor 55 (Homo sapiens). U2OS GPR55 beta-arrestin-GFP redistribution imaging; higher % means a stronger effect. one-dose activation, % at 10 µM; EC50 in µM for titrated hits. hit rate 0.048% among 290,000;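 active means activation above 40% with more than 50 cells counted in the well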;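 further: U2OS osteosarcoma cells stably expressing GPR55 and beta-arrestin-GFP; plate controls were DMSO negative control for no effect and LPI positive control for full effect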
KOR beta-arrestin-2 = KOR agonists, beta-arrestin recruitment, primary screen, cell-based, luminescence, uHTS (AID 1777). Kappa-type opioid receptor (Homo sapiens). KOR beta-arrestin recruitment, luminescence; higher % means a stronger effect. hit rate 0.02% among 280,000. activation, % at 10 µM, or EC50 in µM where a hit was titrated; in the data active means activation above about 50%, passing the limit was not always enough; further: a part of the inactive calls stands beside numbers as strong as those of hits
NTR1 agonist = agonists of NTR1, primary screen, imaging, U2OS cells, beta-arrestin-GFP, high content (AID 493036); Neurotensin receptor type 1 (Homo sapiens), P30989; NTR1-U2OS beta-arrestin-GFP spot imaging, agonist mode; activation, % at 20 µM; hit rate 0.17% among 330,000;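 active means activation at or above 40% of the spot to cytoplasm intensity ratio, with at least 20 cells analyzed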;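 further: 0% = DMSO without peptide and 100% = 100 nM NTR1 peptide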
Target sequence (P30989 whole entry, looked up): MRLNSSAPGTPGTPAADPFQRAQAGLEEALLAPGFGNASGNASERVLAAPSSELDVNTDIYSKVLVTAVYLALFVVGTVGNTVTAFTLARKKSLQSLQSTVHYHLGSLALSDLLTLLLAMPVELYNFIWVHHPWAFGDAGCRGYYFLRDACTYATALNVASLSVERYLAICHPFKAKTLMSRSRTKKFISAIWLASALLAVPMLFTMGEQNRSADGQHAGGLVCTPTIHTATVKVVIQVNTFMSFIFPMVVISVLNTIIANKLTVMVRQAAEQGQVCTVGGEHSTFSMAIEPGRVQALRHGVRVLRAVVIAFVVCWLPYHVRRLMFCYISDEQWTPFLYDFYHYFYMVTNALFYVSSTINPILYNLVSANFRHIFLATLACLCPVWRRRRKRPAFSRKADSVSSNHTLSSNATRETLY
HEK293 NOD2/NF-kB = NOD2 signaling inhibitors, cell-based, luminescence, uHTS, HEK293 (AID 1566); HEK293 NOD2/NF-kB luciferase reporter, luminescence; higher % means a stronger effect; one-dose inhibition, % at 4 µM; EC50 in µM for titrated hits; hit rate 0.63% among 290,000; further: many of its hits are not listed in these tables
T cell HTS vesicle-bound % = also measured in T cell HTS; calls as there; double positive events, %; measured here: CD8+ vesicle-bound cell fraction;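 binding gate set so that unloaded-vesicle control wells show 10% double positive cells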
NTR1 agonist cell count 20 µM = further read-out of NTR1 agonist, marked with its call; cell count; measured here: cell count, cytotoxicity flag
Myeloid diff 2 GFP+ MAC1+ % = also measured in Myeloid diff 2; calls as there; GFP+ MAC1+ double positive, %; measured here: differentiation confirmed by MAC1 staining
* = called active by the depositor; i = inactive; / = not tested or not shown; [ ] = dose if it differs, or a comment. Unless noted, no stated cut-off is given here; in the data, active means inhibition above about 50%; inactive means the rest. Only part of the results is shown. The share of hits here may be higher or lower than overall.

SMILES	GPR55 antagonists	Myeloid diff 2	Myeloid diff 2 GFP+ MAC1+ %	T cell HTS	T cell HTS vesicle-bound %	NOD1 inhibition	KOR beta-arrestin-1	GPR55 activation	KOR beta-arrestin-2	NTR1 agonist	NTR1 agonist cell count 20 µM	HEK293 NOD2/NF-kB
S=C(NCc1ccccc1)N1CCn2cccc2C1c1ccncc1 (configuration not stated)	5.3%	i	0.5	i	40.1	-21.2%	2.6%	0.2%	-2.7%	1.5	39	4.9%
COC(=O)c1ccc(COC(=O)C(CCSC)NC(=O)COc2ccccc2)cc1 (configuration not stated)	14.9%	i	0.8	i	55.6	-35.3%	15.3%	-0.1%	4.8%	0.3	65	3.4%
COc1ccc(C2CC(=O)C(CS(=O)(=O)c3ccccc3)C(=O)C2)cc1 (configuration not stated)	-10.7%	i	0.1	i	43.6	-8.5%	-33.2%	0.6%	2.7%	1.3	37	-12.6%
CN(C)c1nc(N)c([N+](=O)[O-])c(NCC2CCCO2)n1 (configuration not stated)	-12.7%	i	0.5	i	26.8	2.9%	-0.4%	0.4%	2.7%	1.8	56	11.2%
CCc1nnc(NC(=O)CSc2nnc(COc3ccc(C#N)cc3)n2-c2ccccc2)s1	2.9%	i	0.8	i	33.0	10.6%	0.8%	-0.3%	-5.2%	-2.1	96	15.5%
CCOc1ccc(NC(=O)CC2C(=O)N(c3ccc(OCC)cc3)C(=S)N2C2CC2)cc1 (configuration not stated)	-1.3%	i	0.7	i	64.9	-3.2%	6.2%	0.2%	0.3%	0.3	77	3.6%
Cc1nc2c(-c3ccc(F)cc3)c(C)nn2c(C)c1CCC(=O)N1CCN(c2ccc(F)cc2)CC1	6.1%	i	3.8	i	22.9	-0.2%	-4.6%	0.3%	3.2%	1.3	46	9.1%
Cc1coc(NC(=O)CSc2nc(-c3ccncc3)cc(C(F)(F)F)c2C#N)n1	-10.3%	i	0.3	i	39.7	-16.0%	13.6%	-0.2%	-3.2%	13.2	95	8.8%
O=C(Cn1cnc2c(cnn2-c2ccccc2)c1=O)NC1CCCC1	-1.8%	i	2.2	i	38.1	-18.2%	14.2%	0.2%	-2.8%	0.3	44	-17.9%
COc1cccc(CN2CCNC(=O)C2CC(=O)N(Cc2cnn(C)c2)C(C)C)c1 (configuration not stated)	2.9%	i	0.0	i	46.2	-30.9%	5.7%	-0.1%	-2.9%	-1.6	77	-0.9%
CCOC(=O)c1c(-c2ccccc2)oc2cc(Br)c(O)cc12	9.6%	i	0.6	i	53.5	-5.1%	16.5%	0.0%	-4.7%	14.6	81	30.0%
C=CCNC(=O)CSc1nnc(-c2cccs2)o1	6.6%	i	0.7	i	51.3	-5.4%	-3.6%	-0.1%	-3.5%	-0.1	49	7.3%
N=c1sccn1CC(=O)Nc1cc(Cl)ccc1Oc1ccccc1	-10.1%	i	0.8	i	32.5	-2.3%	-20.2%	0.0%	/	-6.1	73	-9.5%
Cc1ccc(-n2c(O)c(C=Nc3ccccc3-c3n[nH]c(=S)[nH]c3=O)c3ccccc3c2=O)c(C)c1	1.8%	i	0.9	i	58.6	-14.1%	-28.9%	-0.1%	3.6%	3.1	55	13.3%
CC(Oc1cccc(Cl)c1)C(=O)Nc1ccc([N+](=O)[O-])cn1 (configuration not stated)	18.8%	i	0.3	i	29.5	-31.5%	7.4%	-0.2%	-1.9%	-0.7	64	-36.4%
c1ccc(OCCCn2nnc(-c3ccc(N4CCOCC4)cc3)n2)cc1	21.8%	i	1.5	i	13.5	-13.3%	19.4%	0.0%	-4.7%	-1.2	51	-7.8%
COc1ccc(CC(=O)NCC2CCCN(Cc3cccc(C(F)(F)F)c3)C2)cc1 (configuration not stated)	5.2%	i	0.3	i	52.0	-14.7%	-13.1%	0.6%	0.1%	-0.8	61	-9.0%
Cc1nc2nc(C)c(CCC(=O)NC3CCCCC3)c(C)n2n1	4.9%	i	0.4	i	53.4	-6.4%	2.7%	0.0%	-4.7%	-0.7	87	-0.5%
O=C1[C@H]2[C@@H](c3ccc(F)cc3)N3C(=O)N(c4ccccc4)C(=O)[C@@]3(Cc3ccc(Cl)cc3)[C@H]2C(=O)N1C1CCCCC1	19.2%	i	0.4	i	13.2	-13.8%	-30.6%[20 µM]	0.2%	-0.6%	2.9	99	3.6%
Cc1cc(C(=O)COc2cccnc2[N+](=O)[O-])c(C)n1-c1ccccc1	3.4%	i	0.3	i	11.7	6.0%	29.3%	-0.1%	6.3%	1.1	66	20.6%
CCN(CC)CCNC(=O)c1ccc(NC2=NC3CS(=O)(=O)CC3S2)cc1 (configuration not stated)	3.0%	i	2.3	i	33.1	-6.8%	35.6%	-0.1%	-9.8%	2.8	50	7.8%
O=C(COC(=O)c1ccc(Cl)cc1O)Nc1cccnc1Cl	-2.3%	i	0.1	i	62.8	-10.4%	14.9%	0.5%	-6.5%	2.3	82	-29.9%
COCCSc1nnc(NC(=O)C(C)(C)C)s1	29.2%	i	0.3	i	53.9	8.7%	-30.4%	0.2%	4.0%	-0.9	57	-35.6%
COc1cc(OC)c(OC)cc1CN1CCN(Cc2ccc(SC)cc2)CC1	-0.5%	i	0.4	i	30.8	-22.9%	-7.0%	0.2%	2.0%	2.4	29	-11.7%
Cc1ccc(CNC(=O)c2cccnc2Cl)cc1	-1.7%	i	0.0	i	64.2	-33.8%	-7.2%	0.3%	0.1%	1.2	44	2.3%
Cc1ccc(C(=O)C2Oc3ccccc3C3CC(c4ccc(C)cc4)=NN23)cc1 (configuration not stated)	10.2%	i	1.0	i	7.1	-19.2%	11.7%	0.3%	-0.7%	5.0	68	-22.6%
CCN(CC)S(=O)(=O)c1ccc(N2CCOCC2)c(NC(=O)C2CCCO2)c1 (configuration not stated)	9.8%	i	0.2	i	22.3	2.6%	-11.2%	0.0%	5.6%	0.9	58	4.1%
COc1ccc(CN2CCCC2C(=O)Nc2ccc(OC)c(OC)c2)cc1OC (configuration not stated)	-1.4%	i	4.2	i	16.3	9.6%	10.9%	-0.2%	5.9%	-0.2	41	-7.2%
COc1cc(C2=NOC(C(=O)NCc3cccnc3)C2)cc(OC)c1OC (configuration not stated)	-2.4%	i	0.8	i	65.7	-11.8%	1.3%	0.0%	2.3%	-1.0	90	-25.3%
CC1(c2nnc(Cc3ccccc3)o2)CC(c2cccc(Cl)c2)=NO1 (configuration not stated)	-6.6%	i	0.6	i	58.9	-8.8%	-19.8%	0.3%	1.1%	-4.0	83	9.3%

One compound at a time, from the list above. Order of screens: GPR55 antagonists, Myeloid diff 2, Myeloid diff 2 GFP+ MAC1+ %, T cell HTS, T cell HTS vesicle-bound %, NOD1 inhibition, KOR beta-arrestin-1, GPR55 activation, KOR beta-arrestin-2, NTR1 agonist, NTR1 agonist cell count 20 µM, HEK293 NOD2/NF-kB
`CN(C)c1nc(N)c([N+](=O)[O-])c(NCC2CCCO2)n1` (configuration not stated) is listed as -12.7%, i, 0.5, i, 26.8, 2.9%, -0.4%, 0.4%, 2.7%, 1.8, 56, 11.2%
`CCc1nnc(NC(=O)CSc2nnc(COc3ccc(C#N)cc3)n2-c2ccccc2)s1` is listed as 2.9%, i, 0.8, i, 33.0, 10.6%, 0.8%, -0.3%, -5.2%, -2.1, 96, 15.5%

(cont.)
SMILES	GPR55 antagonists	Myeloid diff 2	Myeloid diff 2 GFP+ MAC1+ %	T cell HTS	T cell HTS vesicle-bound %	NOD1 inhibition	KOR beta-arrestin-1	GPR55 activation	KOR beta-arrestin-2	NTR1 agonist	NTR1 agonist cell count 20 µM	HEK293 NOD2/NF-kB
Cc1ccc(OCC(=O)Nc2ccc(-c3nc4ncccc4o3)cc2)cc1	1.3%	i	0.7	i	36.1	-25.7%	-3.7%	-0.1%	1.7%	-0.3	82	-27.9%
O=C(NCc1ccccc1)c1c(Cl)nc(Cl)c(Cl)c1Cl	-5.9%	i	0.2	i	34.8	54.5%*	58.5%*	0.3%	-2.5%	2.0	49	-15.4%
CN1CCN(C(=S)NC(=O)c2ccc(Br)cc2)CC1	-5.4%	i	0.4	i	30.0	-5.7%	3.9%	0.4%	/	-0.6	35	8.3%
O=C(Nc1nc2ccccc2[nH]1)c1ccc(Br)o1	-10.0%	i	0.1	i	57.3	-21.2%	-32.7%	-0.3%	-0.8%	-1.6	65	-98.2%
Nc1ccn(Cc2ccc(F)cc2)n1	-3.7%	i	0.8	i	41.7	-7.8%	-9.5%[20 µM]	0.3%	-6.1%	-0.5	46	24.7%
CC(=O)c1c(C)[nH]c(C(=O)CSc2nc3ccc(C)cc3[nH]2)c1C	-11.8%	i	1.0	i	43.0	35.4%	-10.7%	-0.3%	-1.7%	3.2	39	32.5%
COc1cccc(-n2c(SCC(=O)NCCC3=CCCCC3)nc3n[nH]c(C)c3c2=N)c1	-2.6%	/	/	i	48.9	23.2%	-15.8%	-0.1%	2.3%	6.5	57	1.4%
CSc1ccccc1C(=O)NCCCn1ccnc1	-2.6%	i	0.4	i	30.5	-29.6%	-15.8%	-0.1%	3.1%	1.5	53	1.2%
O=C(COC(=O)CNC(=O)c1ccc(Br)o1)Nc1ccc2c(c1)OCCO2	7.3%	i	0.6	i	19.1	-23.0%	7.4%	-0.3%	3.7%	-0.2	34	12.0%
C[C@H](NC(=O)c1ccccc1Cl)C(=O)OCCOc1cccc(Cl)c1	-11.4%	i	0.2	i	54.7	-27.9%	-10.2%	-0.5%	-2.6%	0.8	40	7.3%

Source: PubChem BioAssay (several laboratories)
